Compound activity: PubChem BioAssay, several laboratories
SKN-1 inh: inhibitors of C. elegans SKN-1 | C. elegans VP596 Pgst-4::GFP/RFP ratio, acrylamide-induced, 24 h | inhibition, % at 21.8 µM | 0.49% of 360,000 active | AID 624304;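 active = interference check ratio from 0.5 to 1.5 plus GFP to RFP signal ratio inhibition reaching or exceeding a fixed threshold, cut at about 30% in these data, passing the limit was not always enough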; note: some compounds called inactive have numbers as strong as hits
PABP1 MLLE inh: blocks PAM2 peptide binding to the PABP1 MLLE domain; AID 588489; 0.36% of 360,000 active; inhibition, % at 20 µM; GST-MLLE / FITC-PAM2 fluorescence polarization; P11940; in the data active = inhibition above about 35%, passing the limit was not always enough;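 note: plate controls were DMSO wells with GST-MLLE for no effect and wells lacking GST-MLLE protein for full effect; some results filed as inactive read as strong as hits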
Target sequence (P11940 whole entry, looked up, the tested form may be a part): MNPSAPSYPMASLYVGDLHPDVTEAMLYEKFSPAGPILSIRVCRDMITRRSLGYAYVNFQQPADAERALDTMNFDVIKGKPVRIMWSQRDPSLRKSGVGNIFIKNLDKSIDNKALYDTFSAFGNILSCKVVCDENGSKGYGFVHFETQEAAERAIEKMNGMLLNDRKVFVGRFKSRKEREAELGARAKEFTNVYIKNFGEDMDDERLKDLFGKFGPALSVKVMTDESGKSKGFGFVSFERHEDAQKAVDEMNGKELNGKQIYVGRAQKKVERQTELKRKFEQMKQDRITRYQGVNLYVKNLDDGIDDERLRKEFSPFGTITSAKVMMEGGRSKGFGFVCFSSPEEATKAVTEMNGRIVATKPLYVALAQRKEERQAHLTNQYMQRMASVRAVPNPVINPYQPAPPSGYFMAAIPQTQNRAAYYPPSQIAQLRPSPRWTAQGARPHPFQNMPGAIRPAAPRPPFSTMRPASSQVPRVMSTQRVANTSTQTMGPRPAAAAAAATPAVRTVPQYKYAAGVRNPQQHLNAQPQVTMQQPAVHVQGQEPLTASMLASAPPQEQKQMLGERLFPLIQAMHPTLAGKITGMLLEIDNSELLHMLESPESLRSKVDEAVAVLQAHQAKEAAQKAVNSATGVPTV
MT1-MMP act inh: blocks activation of human MT1-MMP | P50281 | HT1080 RFP-PRO-GFP cells, GFP/RFP ratio fluorescence, overnight; percent of plate control window, DMSO zero | GFP/RFP ratio change, % at 20 µM | AID 651647 | 0.061% of 360,000 active;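 active = GFP/RFP ratio change of at least 30% with cell ATP level not reduced by more than half and red fluorescence within 50% of control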; note: strong numbers were not always called active
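Assay system – RFP-PRO-GFP reporter HT1080 cells · Compound dosing – single dose of 20 µM compound, 1% DMSO final · Incubation – overnight compound exposure at 37 °C · Measure – GFP/RFP fluorescence ratio · Benchmarks – DMSO wells and RFP-L50D-GFP cells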
NadD block: NadD (S. aureus) enzyme inhibition | purified NadD enzyme, colorimetric absorbance read-out | inhibition, % at 20 µM | 0.78% of 360,000 active | AID 602399; in the data active = inhibition above about 26%; note: some compounds past the cut are filed as inactive
Neddylation inh: cullin neddylation inhibition. TR-FRET cullin neddylation, biochemical. calls only at 25 µM. 0.58% of 360,000 active; in the data active = inhibition above about 36%
Rin1 Abl inh: human Rin1-Abl interaction inhibition | P00519+Q13671 | 0.4% of 360,000 active | TR-FRET Rin1/Abl binding, biochemical | inhibition, % at 7.35 µM; in the data active = inhibition above about 5%, passing the limit was not always enough
CSN inh: CSN deneddylation inhibition; 0.38% of 360,000 active; AID 651999; Purified CSN, SCF-Nedd8-OG deneddylation, fluorescence polarization; inhibition, % at 12.5 µM; Q92905;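 active = pattern-corrected inhibition above about 35%, with an unprinted fluorescence ratio check between 0.5 and 1.5, limit read from the data, passing the limit was not always enough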;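 note: 0% = enzyme with substrate and 100% = substrate without enzyme; some results filed as inactive read as strong as hits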
Target sequence (Q92905 whole entry, looked up, one chain of several): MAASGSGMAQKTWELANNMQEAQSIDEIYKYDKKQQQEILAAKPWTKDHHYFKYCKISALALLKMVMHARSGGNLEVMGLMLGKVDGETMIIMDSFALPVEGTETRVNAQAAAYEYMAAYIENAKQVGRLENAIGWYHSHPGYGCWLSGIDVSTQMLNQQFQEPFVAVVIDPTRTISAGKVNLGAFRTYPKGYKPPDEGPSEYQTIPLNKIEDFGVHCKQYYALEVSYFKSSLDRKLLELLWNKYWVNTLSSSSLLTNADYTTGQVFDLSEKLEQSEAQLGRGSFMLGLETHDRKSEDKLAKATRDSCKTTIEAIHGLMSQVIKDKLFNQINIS
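assay system = purified human Csn5 enzyme expressed in HEK293T cells | amount = 0.24 nM enzyme | buffer or medium = Tris/NaCl/DTT buffer, pH 7.5 | reagent = 10 nM SCFSkp2-Nedd8OG | compound = one concentration, 12.5 µM, 0.25% DMSO | times = 90 min reaction at room temperature | signal = FP | read-out basis = % inhibition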
FAS TE block: inhibitors of human fatty acid synthase thioesterase domain; P49327; recombinant FAS-TE, OMFH fluorogenic substrate, fluorescence endpoint; inhibition, % at 15 µM; 0.67% of 360,000 active;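 active = compounds whose normalised, plate-corrected inhibition of enzyme fluorescence in the single-dose primary screen is 50% or more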;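 note: 0% = DMSO with enzyme and 100% = substrate without enzyme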
Rpn11 block: inhibitors of human proteasome Rpn11; O00487; AID 588493; calls only at 20 µM; human 26S proteasome, Ub4-pepOG fluorescence polarization; 20S core pre-blocked with epoxomicin; 0.59% of 360,000 active;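 active = inhibition at 20 µM, scaled to each plate's controls, above about 33%, limit read from the data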
An asterisk follows results filed as active; i = inactive; · = no result given.

SMILES | SKN-1 inh | PABP1 MLLE inh | MT1-MMP act inh | NadD block | Neddylation inh | Rin1 Abl inh | CSN inh | FAS TE block | Rpn11 block
Cc1cc(N2CCN(C(c3ccccc3)c3ccccc3)CC2)n2ncnc2n1 | 28.0 | -22.9 | -18.4 | -0.2 | i | 2.3 | 0.3 | 53.6* | i
CC(=O)/C(C#N)=C1\NC(=O)C(Cc2ccc(C)c(Cl)c2)S1 (stereo not drawn) | -8.8 | 8.0 | -46.1 | 0.8 | i | 0.7 | 0.6 | 1.8 | i
N#C/C(=C\c1ccc(N2CCOCC2)o1)C(=O)Nc1ccc(O)cc1 | 8.5 | -143.1 | -127.8 | -1.3 | i | -23.5 | 182.4 | -50.8 | ·
O=C1c2oc3ccc(F)cc3c(=O)c2C(c2ccccc2)N1CC1CCCO1 (stereo not drawn) | -8.1 | 8.2 | 17.3 | 0.6 | i | -4.6 | 0.9 | 4.7 | i
Cc1cccnc1NC(=O)Cn1nc(C)c([N+](=O)[O-])c1C | 7.0 | 1.8 | 4.9 | -4.6 | i | -2.8 | 3.3 | -1.1 | i
CC1CCN(S(=O)(=O)c2ccc3c(c2)c(=O)c(C(=O)N2CCOCC2)cn3C)CC1 | 8.6 | 14.3 | -1.3 | -3.3 | i | 2.9 | -1.0 | -12.9 | i
COc1ccc(CCN(C)C(=O)c2cncc(Br)c2)cc1OC | 8.3 | 2.0 | -1.7 | 2.2 | i | -0.3 | 0.5 | -4.1 | i
CCCCN(C)C(=O)c1coc(=O)c2ccccc12 | -10.8 | -3.5 | -1.9 | -3.0 | i | -1.9 | 0.4 | -8.7 | i
COCC(=O)NNC(=S)Nc1cccc(C)c1C | -16.5 | -5.0 | -3.1 | -6.2 | i | 0.8 | 1.8 | -8.4 | i
Cc1ccc(C)c(N2CCN(S(=O)(=O)c3ccc4c(c3)NC(=O)CO4)CC2)c1 | -10.2 | 13.0 | 0.5 | 4.4 | i | -0.6 | -2.4 | 22.6 | i
Cc1sc(N/N=C/c2ccco2)nc1-c1ccccc1 | 4.5 | -0.7 | -2.3 | 3.6 | i | -0.9 | -0.2 | 12.1 | i
O=C(OCc1ccc([N+](=O)[O-])cc1)C1CCN(S(=O)(=O)c2ccccc2)CC1 | 11.8 | -0.1 | -4.8 | -6.5 | i | -4.0 | -4.2 | 60.3* | i
CCN(CC)CCCNC(=O)CC1Oc2ccc(C)cc2NC1=O (stereo not drawn) | 21.6 | 13.0 | 5.4 | 0.4 | i | -3.0 | 1.1 | -6.8 | i
O=C1c2cccnc2C(=O)N1c1cccc(-c2nc3ccccc3o2)c1 | -14.8 | 3.0 | 1.8 | -1.1 | i | 0.1 | 2.4 | 0.0 | i
c1ccc(OCc2nnc3sc(C4COc5ccccc5O4)nn23)cc1 (stereo not drawn) | 16.3 | 7.3 | 1.4 | 18.9 | i | -7.2 | 4.9 | 3.9 | i
COc1cc2c(C(=O)N3CCCc4ccccc43)cn(C)c(=O)c2cc1OC | -7.9 | -11.6 | 1.2 | 0.0 | i | 1.5 | 0.9 | -3.9 | i
O=C(CC1C(=O)NC2CCCCC2N1C(=O)c1ccc([N+](=O)[O-])cc1)Nc1ccccc1 (stereo not drawn) | 3.6 | -4.2 | -2.6 | -1.9 | i | -1.4 | -1.4 | 14.4 | i
Cc1ccc(C(=O)NCCNC(=O)c2ccc(C)nc2)cc1 | 2.9 | 0.4 | -1.5 | -7.4 | i | 2.5 | 1.5 | -8.7 | i
Cc1sc2nc(CSc3cccc(C(F)(F)F)c3)[nH]c(=O)c2c1C | 1.0 | 5.5 | 2.8 | -7.0 | i | -3.8 | -7.5 | -2.7 | i
Cc1ccc(C(=O)COC(=O)CNS(=O)(=O)c2ccccc2)cc1[N+](=O)[O-] | 0.5 | 15.6 | 0.8 | 8.0 | i | -1.2 | -7.1 | -0.4 | i
O=C1CC(c2cc(Br)ccc2F)c2cc3c(cc2N1)CCC3 (stereo not drawn) | -12.1 | -6.3 | 2.5 | 4.9 | i | 0.9 | 3.7 | 4.0 | i
O=C(CSc1ccc2nnc(-c3cccc(F)c3)n2n1)NCC1CCCO1 (stereo not drawn) | 17.5 | -6.2 | -2.6 | 10.0 | · | -1.8 | -3.1 | -3.8 | i
CC(C)CCCN1CCN=C1N(C)C | 15.5 | 7.1 | -0.4 | 3.6 | i | -0.2 | 1.7 | -11.8 | i
Cc1cc([N+](=O)[O-])nn1CCCC(=O)NCc1ccc(F)cc1 | -18.9 | 7.6 | 6.9 | -3.4 | i | -0.5 | -3.9 | 10.6 | i
Cc1ccc(C(=O)c2c3ccccc3[n+]([O-])n2CCC(N)=O)cc1 | 7.2 | 5.3 | -1.9 | 2.6 | i | -0.9 | -2.5 | -6.0 | i
(further entries)
SMILES | SKN-1 inh | PABP1 MLLE inh | MT1-MMP act inh | NadD block | Neddylation inh | Rin1 Abl inh | CSN inh | FAS TE block | Rpn11 block
Oc1ccc(/C=N/n2c(COc3ccccc3)n[nH]c2=S)c(O)c1 | -6.4 | -0.9 | 0.9 | 1.2 | i | 2.4 | 2.5 | -4.6 | i
CS(=O)(=O)c1ccc(Cl)c(NC(=O)C2CCCCN2S(=O)(=O)c2ccccc2)c1 (stereo not drawn) | 9.1 | -29.0 | 1.2 | 1.0 | i | 0.5 | -6.3 | 4.8 | i
NS(=O)(=O)c1cc(C(=O)NCC2CCCCC2)ccc1Cl | 0.2 | -0.5 | 3.7 | -1.8 | i | 0.0 | -4.8 | -5.2 | i
COc1ccc(NC(=O)COC(=O)CCCc2c[nH]c3ccccc23)cc1 | 21.1 | -16.1 | 16.0 | -2.5 | i | 4.2 | -3.9 | 0.4 | i
COc1ccc(C=C2CCC3C(CCCC34OCCO4)C2=O)cc1 (stereo not drawn) | 15.3 | -4.9 | -4.1 | -8.5 | i | -0.3 | 6.0 | 1.9 | i
CC(=O)Nc1ccc(Nc2c([N+](=O)[O-])cc(S(C)(=O)=O)cc2[N+](=O)[O-])cc1 | -4.6 | 4.3 | 12.2 | -1.9 | i | -9.6 | -0.9 | -7.7 | i
CN1CCN(S(=O)(=O)c2cccc(S(=O)(=O)c3ccc(Cl)c(Cl)c3)c2)CC1 | -3.8 | 0.1 | -4.7 | -9.1 | i | -1.2 | 1.6 | 10.5 | i
CCc1ccc(N/C(N)=N/c2nc(CSc3ncccn3)cc(=O)[nH]2)cc1 | 3.0 | 0.9 | -1.1 | 6.6 | i | 0.1 | -3.6 | -1.5 | i
CC(=O)N/N=C/c1cc(C(C)(C)C)cc(/C=N/NC(C)=O)c1O | 1.6 | 83.1 | -129.5 | -3.2 | i | -1.9 | -26.3 | -13.3 | i
CCN(CC)c1ncnc2c1ncn2Cc1c(Cl)cccc1Cl | 17.4 | 4.4 | -5.0 | -1.7 | i | -1.9 | -1.5 | -1.8 | i
Cn1cc(Cc2ccc(C(=O)N3CCOCC3)cn2)c2ccccc21 | -0.4 | 10.3 | 1.7 | 6.0 | i | -3.8 | -4.7 | -5.4 | i
O=C(NCC(c1ccco1)N1CCc2ccccc2C1)c1c(F)cccc1F (stereo not drawn) | -7.0 | 6.1 | -1.0 | -2.2 | i | -2.1 | -3.4 | 0.8 | i
COc1cc(NC(=O)CSc2nc3[nH]ncc3c(=O)n2-c2ccc(Cl)cc2)cc(OC)c1 | 4.8 | 8.9 | 6.5 | 3.3 | i | 3.8 | -1.0 | -69.1 | i
CCCOc1cccc(-c2nc3ccccc3c(=O)o2)c1 | -0.7 | -12.3 | -3.4 | -4.8 | i | 1.8 | 3.1 | 37.2 | i
CC(=O)Nc1ccc(S(=O)(=O)Nc2ccc(NC(=O)c3ccco3)cc2)cc1 | -0.8 | -5.2 | 2.5 | -6.4 | i | 1.8 | 1.0 | -6.8 | i
COc1cc(Cn2c3ccc(NC(=O)CCc4ccc(O)cc4)cc3c(=O)n2C)ccc1F | 12.5 | -2.6 | 0.6 | 13.9 | · | -0.4 | -5.1 | -6.5 | i
CCCCCCC(=O)NNC(=O)c1c(O)c2ccccc2n(CCC)c1=O | 3.1 | 13.1 | 10.5 | 6.4 | i | -0.5 | -4.4 | 3.4 | i
CCOC(=O)c1c(C)[nH]c(C(=O)COC(=O)c2cnccn2)c1C | 8.3 | -13.5 | -4.8 | 7.3 | i | 2.8 | 1.0 | -2.0 | i
O=C(CCc1ccccc1)N/N=C\c1cc2c(cc1Br)OCO2 | 5.8 | 8.0 | 1.4 | -0.5 | i | 0.2 | -0.3 | 7.6 | i
COc1ccc(CCN2CC(C(=O)Nc3ccc4c(c3)OCO4)CC2=O)cc1OC (stereo not drawn) | 6.5 | 7.8 | 3.9 | -6.0 | i | 4.2 | -5.2 | -5.5 | i
O=C(Nc1nc(-c2ccc([N+](=O)[O-])cc2)cs1)C1=COCCO1 | 5.5 | -2.3 | 4.9 | -0.4 | i | -0.7 | 3.6 | 14.3 | i
COc1ccc(C)cc1-n1nnnc1SCc1nc(N)nc(N(C)C)n1 | -1.5 | -22.8 | -3.2 | 0.9 | i | 1.2 | -1.9 | -4.3 | i
CC(NC(=O)C1CCCC1)C1CC2CCC1C2 (stereo not drawn) | 4.2 | -4.3 | 2.2 | 0.7 | i | -0.4 | 3.9 | -7.5 | i
O=C(NCCS(=O)(=O)NCc1ccccc1Cl)c1ccccc1 | 5.2 | 4.3 | 4.8 | -5.6 | i | 1.1 | -2.4 | -7.1 | i

Part of the list above in order of molecular weight, ascending:
SMILES | SKN-1 inh | PABP1 MLLE inh | MT1-MMP act inh | NadD block | Neddylation inh | Rin1 Abl inh | CSN inh | FAS TE block | Rpn11 block
CC(NC(=O)C1CCCC1)C1CC2CCC1C2 (stereo not drawn) | 4.2 | -4.3 | 2.2 | 0.7 | i | -0.4 | 3.9 | -7.5 | i
CC(=O)N/N=C/c1cc(C(C)(C)C)cc(/C=N/NC(C)=O)c1O | 1.6 | 83.1 | -129.5 | -3.2 | i | -1.9 | -26.3 | -13.3 | i
NS(=O)(=O)c1cc(C(=O)NCC2CCCCC2)ccc1Cl | 0.2 | -0.5 | 3.7 | -1.8 | i | 0.0 | -4.8 | -5.2 | i
O=C(Nc1nc(-c2ccc([N+](=O)[O-])cc2)cs1)C1=COCCO1 | 5.5 | -2.3 | 4.9 | -0.4 | i | -0.7 | 3.6 | 14.3 | i
Cn1cc(Cc2ccc(C(=O)N3CCOCC3)cn2)c2ccccc21 | -0.4 | 10.3 | 1.7 | 6.0 | i | -3.8 | -4.7 | -5.4 | i
CCCCCCC(=O)NNC(=O)c1c(O)c2ccccc2n(CCC)c1=O | 3.1 | 13.1 | 10.5 | 6.4 | i | -0.5 | -4.4 | 3.4 | i
O=C(CCc1ccccc1)N/N=C\c1cc2c(cc1Br)OCO2 | 5.8 | 8.0 | 1.4 | -0.5 | i | 0.2 | -0.3 | 7.6 | i
CC(=O)Nc1ccc(S(=O)(=O)Nc2ccc(NC(=O)c3ccco3)cc2)cc1 | -0.8 | -5.2 | 2.5 | -6.4 | i | 1.8 | 1.0 | -6.8 | i
CN1CCN(S(=O)(=O)c2cccc(S(=O)(=O)c3ccc(Cl)c(Cl)c3)c2)CC1 | -3.8 | 0.1 | -4.7 | -9.1 | i | -1.2 | 1.6 | 10.5 | i
CS(=O)(=O)c1ccc(Cl)c(NC(=O)C2CCCCN2S(=O)(=O)c2ccccc2)c1 (stereo not drawn) | 9.1 | -29.0 | 1.2 | 1.0 | i | 0.5 | -6.3 | 4.8 | i
